Vif-A3G inh – Vif-A3G binding inhibition; Q9HC16; HeLa A3G-eYFP + Vif (tagged APOBEC3G with the HIV-1 protein that degrades it), YFP fluorescence, overnight; Potency, µM (doses to about 46.1 µM), for inactives: at the highest dose activity, negative = active, hits mostly inhibitors; 410,000 compounds, 0.076% hits; AID 602310;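 also: nearly all actives have a fitted effect of over 60% in size; hits raise eYFP signal because A3G escapes Vif-driven loss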
Target sequence (Q9HC16 whole entry, looked up): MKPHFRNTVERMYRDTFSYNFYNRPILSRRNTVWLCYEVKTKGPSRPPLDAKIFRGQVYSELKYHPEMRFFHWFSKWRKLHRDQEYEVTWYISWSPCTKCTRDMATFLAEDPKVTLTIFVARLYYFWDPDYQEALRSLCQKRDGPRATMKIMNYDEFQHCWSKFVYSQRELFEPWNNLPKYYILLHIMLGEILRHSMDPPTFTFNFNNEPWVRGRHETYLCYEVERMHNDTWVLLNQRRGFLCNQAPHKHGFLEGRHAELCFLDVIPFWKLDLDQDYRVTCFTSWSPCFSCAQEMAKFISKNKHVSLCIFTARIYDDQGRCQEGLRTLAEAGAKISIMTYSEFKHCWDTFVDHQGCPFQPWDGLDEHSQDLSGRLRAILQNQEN
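Read-out is eYFP fluorescence (Ex 488/Em 500-530) from Vif-expressing HeLa A3G-eYFP cells; more signal means A3G escaped Vif-mediated degradation. Cells plated overnight, compound pinned in, incubated overnight at 37 deg C.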
12-LOX inh – inhibitors of human 12S-lipoxygenase ALOX12 | 580,000 compounds, 1.1% hits | purified 12hLO, xylenol orange hydroperoxide absorbance | Potency, µM (doses to about 108 µM), for the others: at the top dose activity change, negative = inhibition, actives largely listed as inhibitors | AID 1671190 | P18054
Target sequence (P18054 whole entry, looked up): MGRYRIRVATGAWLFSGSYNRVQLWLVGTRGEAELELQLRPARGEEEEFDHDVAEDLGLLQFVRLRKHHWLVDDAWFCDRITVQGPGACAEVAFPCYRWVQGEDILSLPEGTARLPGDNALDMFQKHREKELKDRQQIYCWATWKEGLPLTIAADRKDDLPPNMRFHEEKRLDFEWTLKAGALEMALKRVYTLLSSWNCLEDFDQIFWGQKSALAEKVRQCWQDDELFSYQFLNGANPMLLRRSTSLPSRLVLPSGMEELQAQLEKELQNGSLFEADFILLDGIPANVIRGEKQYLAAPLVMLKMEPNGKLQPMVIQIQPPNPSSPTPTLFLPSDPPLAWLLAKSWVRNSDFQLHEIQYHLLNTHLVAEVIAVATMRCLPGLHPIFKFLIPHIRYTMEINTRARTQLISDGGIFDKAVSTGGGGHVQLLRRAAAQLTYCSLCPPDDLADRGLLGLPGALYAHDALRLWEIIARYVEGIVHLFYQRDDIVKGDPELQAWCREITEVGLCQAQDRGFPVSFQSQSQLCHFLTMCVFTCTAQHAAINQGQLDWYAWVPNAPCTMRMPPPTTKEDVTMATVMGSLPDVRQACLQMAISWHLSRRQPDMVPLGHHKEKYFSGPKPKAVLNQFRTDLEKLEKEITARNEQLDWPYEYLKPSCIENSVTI
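Hydroperoxide product was detected by ferrous iron/xylenol orange as the 573 to 405 nm absorbance ratio. Arachidonic acid at 40 uM (final) was turned over for 30 min at room temperature by 150 nM human 12hLO, pH 7.0 Hepes buffer, after 15 min compound preincubation.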
* marks the source's active call; other numbers are inactive results; u = inconclusive. Calls follow the shape of the dose curve; as a rule, active = well fitted curve in the direction sought with a large enough effect; inconclusive = small, poorly fitted or top-dose-only effect, or another doubt; inactive = no such curve, though single readings can be large; an effect the other way counts as inactive or inconclusive. % is scaled to controls: 0 for no effect and ±100 for the full control effect; potency is read from the fitted curve at half-maximal effect.

| smiles | Vif-A3G inh | 12-LOX inh |
| --- | --- | --- |
| Cc1nc2cc(Oc3nc(NCCN(C)C)nc4ccsc34)ccc2s1 | -1.4% | -7.4% |
| CC1=C(C(=O)N2CCOCC2)CC(CC(=O)NCCCN(C)C)C(=O)N1Cc1ccc(C(C)(C)C)cc1 (configuration not stated) | 0.7% | -6.8% |
| O=C(Nc1cccc(S(=O)(=O)N2CCCC2)c1)[C@H]1C[C@H](O)[C@@H](CO)O1 | 2.8% | -19.6% |
| O=C(CC[C@H]1O[C@@H](n2cnc3c(NC(=O)c4ccccc4)ncnc32)[C@H](O)[C@@H]1O)NCCCN1CCOCC1 | -0.3% | 7.6% |
| OC[C@@H]1CN(Cc2ccc(-c3ccccc3)cc2)C[C@H](n2cnc3c(N4CCCC4)ncnc32)O1 | 1.4% | -5.0% |
| NC(CCc1ccccc1)c1csc(Nc2nncc3ccccc23)n1 (configuration not stated) | 3.2% | u |
| OCCNc1ncnc2c1ncn2[C@H]1CN(Cc2ccncc2)C[C@@H](CO)O1 | -2.2% | -11.5% |
| CCC(=O)N1CCC1(C)C(=O)Nc1cccc(Oc2ccccc2)c1 (configuration not stated) | 3.5% | -5.2% |
| CNc1ccc(Cl)cc1S(=O)(=O)c1ccccc1[N+](=O)[O-] | -22.4% | -6.8% |
| CC(=O)NCCNc1nc(NC(C)C)nc2ccsc12 | -0.1% | u |
| O=C(NCC(O)c1nc2ccccc2[nH]1)c1ccc(Br)cc1 (configuration not stated) | -3.1% | -1.1% |
| CCCc1nc2ccc(Br)cn2c1Cc1cccc(Cl)c1 | -3.0% | u |
| CC1(C(=O)NS(=O)(=O)C2CC2)CCN(C(=O)COCc2ccccc2)C1 (configuration not stated) | 1.1% | -11.9% |
| O=C(Nc1ccn(CCOC(=O)c2ccccc2)c(=O)n1)c1ccccc1 | -4.6% | 7.4% |
| COCCN1C[C@@H](CO)O[C@@H](n2cnc3c(NC4CCC4)ncnc32)C1 | -2.0% | -5.2% |
| CN(Cc1ccccc1)C(=O)c1ccc(Nc2nc(C(N)Cc3ccc(C(F)(F)F)cc3)cs2)nc1 (configuration not stated) | 4.2% | u |
| O=C(NCc1ccc(F)cc1)Nc1nnc([C@H]2C[C@H](O)[C@@H](CO)O2)s1 | 0.1% | -0.7% |
| CCCOc1ccc(F)cc1-c1cc(C(=O)NC(C)C)[nH]n1 | -6.5% | -29.4% |
| Cn1cnc(S(=O)(=O)N2CCCCC2c2cc(C(=O)Nc3cccc4c3CCCC4)no2)c1 (configuration not stated) | -3.6% | -12.1% |
| COc1ccc(-c2nc3ccc(Cl)cn3c2Cc2cccc(Cl)c2)cc1OC | -10.6% | u |
| O=C(Nc1ccc2c(c1)OCO2)c1cc(C2CCCCN2C(=O)OCCF)on1 (configuration not stated) | -6.7% | -7.0% |
| COc1ccc(C(N)c2csc(Nc3ncccn3)n2)cc1 (configuration not stated) | -5.0% | -17.8% |
| CC(C)CNc1ncnc2c1ncn2[C@H]1CN(Cc2ccc(-c3ccccc3)cc2)C[C@@H](CO)O1 | -5.1% | -11.7% |
| CCCCNC(=O)c1nc(C2CCN(S(=O)(=O)c3csc(C(=O)O)c3)CC2)oc1-c1ccccc1 | -3.0% | -0.5% |
| CC1(C(=O)NS(=O)(=O)c2ccc(Cl)cc2)CCN1C(=O)CCC1CCCC1 (configuration not stated) | -1.0% | -20.8% |
| CC(=O)Nc1cccc(-c2csc(C(C)(O)c3ccccc3)n2)c1 (configuration not stated) | -2.6% | -24.7% |
| CC(=O)Nc1cncc(-c2cccc(C(=O)NCCN(C)C)c2)n1 | 2.8% | 1.9% |
| Nc1nc2c(ncn2[C@@H]2O[C@H](CNCc3cnc(N4CCOCC4)nc3)[C@@H](O)[C@H]2O)c(=O)[nH]1 | -1.5% | -18.9% |
| COc1cc(C)ccc1S(=O)(=O)NC(=O)C1(C)CCN1C(=O)Cc1ccc(C(C)(C)C)cc1 (configuration not stated) | -4.2% | -6.6% |
| CC(C)c1ccc(CC(=O)N2CCC2(C)C(=O)NS(=O)(=O)c2ccc(F)cc2F)cc1 (configuration not stated) | -0.6% | u |
| CCCS(=O)(=O)NC(=O)C1(C)CCN(C(=O)c2c(-c3ccccc3)noc2C)C1 (configuration not stated) | 4.0% | -2.7% |
| CCc1nc2ccc(C(=O)NCCOc3ccc(OC)cc3)cn2c1N(CC)Cc1cccc(Br)c1 | 0.1% | 15.9% |
| CCOCCC(=O)Nc1ccc2c(c1)c(=O)n(C)n2CC=C(C)C | u | u |
| CN(C)c1cccc(CNC(=O)c2ccc3sc([C@@H]4O[C@H](CO)[C@H](O)[C@H](O)[C@H]4O)nc3c2)c1 | -3.1% | u |
| COc1ccc(Cl)c(-c2cc(C(=O)NCc3ccco3)[nH]n2)c1 | -7.8% | u |
| N#Cc1ccccc1C[C@H](N)C(=O)NC[C@H]1O[C@@H](n2cnc3c(N)ncnc32)[C@H](O)[C@@H]1O | -0.2% | 11.5% |
| CCCNC(=O)C1(C)CCCN(C(=O)c2ccc(OC(F)F)cc2)C1 (configuration not stated) | -4.7% | -8.3% |
| CC(C)c1ccc(NC(=O)C2Cc3c(-c4ccccc4Oc4ccccc4)ccnc3O2)cc1 (configuration not stated) | 3.5% | 3.9% |
| O=C(c1cccc(Br)c1)c1nc2ccccc2[nH]c1=O | -2.8% | 4.2% |
| COc1ccc(CC(N)c2csc(Nc3nc(C)cnc3C)n2)cc1 (configuration not stated) | -3.1% | -9.2% |
| CCc1nc2c(OCC(=O)c3ccc(Cl)cc3Cl)cccn2c1N(C)C(=O)COc1ccccc1 | 0.7% | -29.6% |
| Cc1ccc(S(=O)(=O)N2C[C@H]3[C@H]4C(=O)N(C)C(=O)[C@H]4CC(=O)[C@H]3[C@@H]2c2ccccc2Cl)cc1 | -7.9% | u |
| COc1ccc(CN2C(=O)C(CC(=O)NC3CCCC3)CC(C(=O)N3CCOCC3)=C2C)cc1 (configuration not stated) | 3.5% | 9.1% |
| CCOC(=O)C1=CCN(S(=O)(=O)c2ccccc2F)C1c1ccc(Cl)c(Cl)c1 (configuration not stated) | -0.9% | -22.4% |
| O=C(NCC1CC1)C1Cc2c(-c3ccc(Cl)cc3)ccnc2O1 (configuration not stated) | -23.6% | -18.5% |
| COc1ccc(-c2nc3cc(C)c(Br)c(C)n3c2Cc2ccccc2)cc1OC | -5.0% | u |
| CC1=C(C(=O)N(C(C)C)C(C)C)CC(CC(=O)NCc2ccco2)C(=O)N1Cc1ccc(C(C)(C)C)cc1 (configuration not stated) | -3.7% | 3.2% |
| FC(F)(F)Oc1ccccc1C(c1nnnn1-c1ccc2c(c1)OCCO2)N1CCN(C/C=C/c2ccccc2)CC1 (configuration not stated) | -1.3% | u |
| Cc1ccccc1-c1cc2nc(OCC3CCCO3)n(C)c(=O)c2s1 (configuration not stated) | -2.5% | -1.4% |
| CC(C)c1ccc(C(=O)N2CCCC(c3cc(C(=O)NCc4ccccc4)no3)C2)cc1 (configuration not stated) | 3.8% | 5.6% |
| CC(=O)Nc1cccc(-c2ccnc3c2CC(C)(C(=O)NCc2cccc(Cl)c2)O3)c1 (configuration not stated) | u | 7.2% |
| CCOC(=O)C1(C)CCCN1C(=O)c1snnc1C (configuration not stated) | 4.1% | -4.6% |
| Cc1cc(F)ccc1C(O)c1ncc(-c2ccc(Oc3ccccc3)cc2)[nH]1 (configuration not stated) | -11.9% | u |
| CCc1ccc2c(c1)NC(=O)C2(C)Cc1ccccc1 (configuration not stated) | -5.6% | -0.8% |
| CCc1nc2ccc(C(=O)N3CCN(S(=O)(=O)CC)CC3)cn2c1N(C=O)Cc1ccc(OC)cc1 | 3.1% | -23.0% |
| COc1ccc(CC(N)c2csc(Nc3ccc(S(C)(=O)=O)cc3)n2)cc1 (configuration not stated) | 0.6% | -2.2% |
| CCc1ccc([C@H]2[C@@H]3C(=O)C[C@@H]4C(=O)N(C)C(=O)[C@@H]4[C@@H]3CN2S(=O)(=O)c2ccc(C)cc2)cc1 | -2.7% | -13.6% |
| Cn1ccc2c(-c3cccnc3)cc3c(c21)C1CCC3C1 (configuration not stated) | -5.9% | 2.0% |
| O=C([C@H]1O[C@@H](n2ccc(=O)[nH]c2=O)[C@H](O)[C@@H]1O)N(CCC1=CCCCC1)CC1CC1 | 0.4% | 3.3% |
| COc1cccc(CN2CCC2(C)C(=O)Nc2ccc(C)c(O)c2)c1F (configuration not stated) | -4.0% | 13.1% |

Compound profiles (already shown):
Profile of CCc1nc2ccc(C(=O)N3CCN(S(=O)(=O)CC)CC3)cn2c1N(C=O)Cc1ccc(OC)cc1 = Vif-A3G inh = 3.1%; 12-LOX inh = -23.0%
Profile of COc1ccc(CC(N)c2csc(Nc3ccc(S(C)(=O)=O)cc3)n2)cc1 (configuration not stated) = Vif-A3G inh = 0.6%; 12-LOX inh = -2.2%
Profile of Cc1cc(F)ccc1C(O)c1ncc(-c2ccc(Oc3ccccc3)cc2)[nH]1 (configuration not stated) = Vif-A3G inh = -11.9%; 12-LOX inh = u

Further structures
molecule | Vif-A3G inh | 12-LOX inh
Clc1ccccc1Nc1nc(NCc2cccs2)nc2ccsc12 | -3.1% | -4.6%
COC(=O)c1ccc(CNc2ccc(C(C)=O)cc2)cc1 | -2.4% | 4.7%
CN(C)c1ccc(-c2ccnc3c2CC(C)(C(=O)Nc2cccc(Oc4ccccc4)c2)O3)cc1 (configuration not stated) | -15.0% | u
CCOC(=O)c1cc2c(c(-c3cccc(C#Cc4ccc(OC)c(OC)c4)c3)n1)[C@@H](CCO)N(S(=O)C(C)(C)C)C2 (some centres not stated) | -0.9% | -5.8%
O=C(Nc1ccc(N2CCOCC2)cc1)c1csc([C@@H]2O[C@H](CO)[C@H](O)[C@H](O)[C@H]2O)n1 | 0.4% | 0.1%
Cc1cccc(C)c1Cn1c(C)c(C(=O)NCc2cccc(Cl)c2)sc1=O | 3.5% | 14.1%
CCCNC(=O)C1(C)CCN(C(=O)c2ccc(F)c(Cl)c2)C1 (configuration not stated) | -3.3% | -7.4%
OC[C@@H]1CN(CCN2CCOCC2)C[C@H](n2cnc3c(N4CCOCC4)ncnc32)O1 | -0.7% | u
CC1(C(=O)NS(=O)(=O)c2ccc(F)cc2F)CCN1C(=O)c1ccco1 (configuration not stated) | 1.9% | -2.3%
CC(=O)NC(c1cccc(F)c1)c1nc(-c2cc(F)cc(Cl)c2)cs1 (configuration not stated) | -0.4% | -29.1%
CCc1nc2c(OCCC3CCCCC3)cccn2c1N(C=O)Cc1ccc(OC)cc1 | -7.5% | u
OC[C@@H]1CN(Cc2ccccc2)C[C@H](n2cnc3c(NCc4ccc(F)cc4)ncnc32)O1 | -2.4% | -1.1%
COc1cccc(OC)c1NC(=O)c1ccc(-c2cc(Cl)ccc2Cl)o1 | -5.7% | u
COc1ccccc1-c1cnc(C(O)c2ccc(Cl)cc2C)[nH]1 (configuration not stated) | -3.4% | 26.4%
Nc1ncnc2c1ncn2[C@@H]1O[C@H](C(=O)N[C@H]2c3ccccc3C[C@H]2OC=O)[C@@H](O)[C@H]1O | -2.5% | 3.5%
CC(=O)Nc1cc(-c2cccc(F)c2)cn2c(-c3ccccc3)cnc12 | -5.4% | -3.6%
CCCCCCC=C1CCC(CN2CCCC2)C1=O (configuration not stated) | u | u
O=C(NCc1ccc(F)cc1)c1cc(C2CCCCN2C(=O)c2ccc3c(c2)CCO3)on1 (configuration not stated) | -7.4% | u
Cc1ccc(C(O)c2ncc(-c3ccccc3Cl)[nH]2)cc1F (configuration not stated) | -0.8% | u
Cc1cn([C@H]2C[C@H](O)[C@@H](/C=C/C(=O)NCCN3CCCCC3)O2)c(=O)[nH]c1=O | -2.8% | -1.8%
CC(=O)Nc1cccc(-c2ccnc3c2CC(C(=O)NCc2ccc(N4CCN(C)CC4)cc2)O3)c1 (configuration not stated) | 1.4% | -16.3%
CN(C)c1ccc(-c2csc(C(C)(O)c3cccc(F)c3)n2)cc1 (configuration not stated) | -17.5% | -21.5%
COc1ccc(C(O)c2nc(-c3ccncc3)cs2)cc1 (configuration not stated) | 0.0% | -1.9%
COc1cccc(C(O)c2nc(-c3cnn(C)c3)cs2)c1 (configuration not stated) | -2.7% | 3.0%
CCc1nc2c(OCC(=O)C(C)(C)C)cccn2c1N(C)C(=O)COc1ccccc1 | -2.7% | -7.7%
CC1=C(C(=O)N2CCOCC2)CC(CC(=O)NC(c2ccccc2)c2ccccc2)C(=O)N1CCC1=CCCCC1 (configuration not stated) | 0.0% | -5.4%
N#Cc1cccc(-c2csc(C(O)c3ccco3)n2)c1 (configuration not stated) | -1.3% | u
OC[C@@H]1CN(Cc2ccncc2)C[C@H](n2cnc3c(NCc4ccncc4)ncnc32)O1 | -1.6% | 2.3%
FC(F)(F)Oc1ccccc1C(c1nnnn1Cc1ccccc1)N1CCN(C/C=C/c2ccccc2)CC1 (configuration not stated) | -2.7% | u
COC(=O)N1CCCCC1c1cc(C(=O)NCc2ccc(F)cc2)no1 (configuration not stated) | 0.5% | u
CCOC(=O)C1CCCN(C(=O)c2ccc(OC)cc2OC)CC1 (configuration not stated) | 0.3% | -9.1%

A portion of the library, so the mix of outcomes need not match the whole.
